# TIM10 inh: TIM10 yeast growth inhibition; S. cerevisiae TIM10 strain growth, BacTiter-Glo luminescence, 24 h; inhibition, % at 10 µM; actives 1.4% (n = 330,000);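 active means inhibition of 40% or more at the single tested concentration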;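 further: wild-type TIM10 isogenic control strain grown at permissive 25 °C; 0% = DMSO yeast wells and 100% = minimal medium wells without yeast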
# UPR XBP1 act: activators of adaptive arm of unfolded protein response (XBP1); AID 463104; activation, % at 20 µM; CHO-XBP1 luciferase reporter, IRE1-XBP1 UPR activation, luminescence; percent of tunicamycin response, DMSO as zero; actives 0.33% (n = 330,000);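 active means versus positive control, 20 µM dose yields 30% or more activation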;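 further: 100% = tunicamycin at 10 µg/mL and 0% = DMSO only wells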
#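 Material: CHO cell line with stable XBP1 luciferase reporter; schedule: 16-18 h cell attachment at 37 °C, then 6 h compound exposure; signal: glow luminescence from Steady-Glo reagent; medium: serum-containing F12 medium, 10% FBS; benchmarks: tunicamycin 10 µg/mL and vehicle-only wells; read-out: percent activation relative to tunicamycin reference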
# APJ antag: APJ receptor antagonism; P35414; CHO-K1 APJ beta-arrestin complementation, luminescence; inhibition, % at 20 µM; actives 0.32% (n = 330,000); AID 2521;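 active means inhibition above about 40% at 20 µM, limit read from the data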;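 further: cells challenged with 10 nM apelin-13 agonist together with compound; plate controls were apelin-13 plus DMSO wells for no effect and DMSO wells lacking apelin-13 for full effect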
# Target sequence (P35414 whole entry, looked up): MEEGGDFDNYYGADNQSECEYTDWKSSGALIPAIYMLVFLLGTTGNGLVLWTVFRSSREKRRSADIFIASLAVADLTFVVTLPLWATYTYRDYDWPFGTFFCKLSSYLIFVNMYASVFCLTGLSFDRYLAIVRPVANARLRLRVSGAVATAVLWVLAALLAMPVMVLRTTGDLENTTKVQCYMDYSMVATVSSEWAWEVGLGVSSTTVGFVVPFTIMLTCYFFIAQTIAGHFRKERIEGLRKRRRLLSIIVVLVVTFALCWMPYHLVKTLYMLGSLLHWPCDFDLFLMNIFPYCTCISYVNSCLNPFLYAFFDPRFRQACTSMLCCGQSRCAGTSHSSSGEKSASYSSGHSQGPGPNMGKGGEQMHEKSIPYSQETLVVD
# Mdm2 MdmX PPI: inhibitors of human Mdm2/MdmX interaction; actives 3% (n = 330,000); O15151+Q00987; inhibition, % at 8 µM; SaOS-2 split-luciferase Mdm2/MdmX complementation, luminescence; AID 485346;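 active means inhibition of at least 50% at 8 µM in the primary screen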
# tim10-1 inh: tim10-1 yeast growth inhibition. inhibition, % at 20 µM. S. cerevisiae tim10-1 ts strain growth, BacTiter-Glo, 24 h. actives 2.2% (n = 330,000);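 active means inhibition of at least 40%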;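 further: mutant grown at 25 °C; 0% = DMSO wells with yeast and 100% = wells holding no yeast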
# CXCR6 inh: CXCR6 (human) receptor inhibition | O00574 | CHO-K1 PathHunter CXCR6 beta-arrestin, luminescence | inhibition, % at 20 µM | actives 0.36% (n = 360,000); in the data active means inhibition above about 34%, passing the limit was not always enough;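 further: antagonist mode with CXCL16 agonist at 10 nM final; 0% = 10 nM CXCL16 with DMSO and 100% = unstimulated wells without agonist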
# Target sequence (O00574 whole entry, looked up): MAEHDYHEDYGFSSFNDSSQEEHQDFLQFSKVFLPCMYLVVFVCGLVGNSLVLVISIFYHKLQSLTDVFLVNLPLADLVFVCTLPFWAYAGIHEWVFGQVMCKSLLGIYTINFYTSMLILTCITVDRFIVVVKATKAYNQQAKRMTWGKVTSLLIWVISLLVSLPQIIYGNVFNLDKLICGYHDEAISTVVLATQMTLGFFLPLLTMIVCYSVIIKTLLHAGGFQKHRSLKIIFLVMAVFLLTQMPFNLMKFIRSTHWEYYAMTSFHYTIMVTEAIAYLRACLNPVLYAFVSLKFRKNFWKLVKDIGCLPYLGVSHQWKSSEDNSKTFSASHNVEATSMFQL
# APJ agonist: activates the human apelin receptor APJ; activation, % at 20 µM; P35414; AID 2520; CHO-K1 APJ PathHunter beta-arrestin, luminescence; 0% DMSO wells, 100% apelin; actives 0.11% (n = 330,000);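 active means activation more than six SD over the plate average, tested at 20 µM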;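 further: 0% = DMSO alone and 100% = apelin-13 at 10 nM; some results filed as inactive read as strong as hits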
#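 system = engineered CHO-K1 APJ arrestin reporter cells | input = 1000 cells per well | timing = overnight seeding, 90 min compound at 25 °C, 1 h detection | measured by = enzyme-fragment complementation luminescence | read-out = beta-arrestin recruitment to APJ as agonist activity, luminescent signal | control set = negative DMSO alone, positive Apelin-13 at 10 nM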
# tim23-1 inh: growth inhibitors of tim23-1 mutant yeast | S. cerevisiae tim23-1 growth, BacTiter-Glo luminescence, 24 h | inhibition, % at 20 µM | AID 463212 | actives 1.3% (n = 330,000);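 active means growth inhibition of the mutant yeast at or above 50%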;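 further: temperature-sensitive mutant grown at 25 °C; plate controls were DMSO-treated mutant yeast for no effect and medium wells lacking yeast for full effect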
# CHOP UPR activ: apoptotic UPR (CHOP) activation. CHO-CHOP luciferase reporter, luminescence; percent of tunicamycin response over DMSO baseline. activation, % at 10 µM. actives 0.34% (n = 330,000). AID 449763;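 active means at 10 µM dose, activation of 40% or more, normalized to positive control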;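 further: 100% = tunicamycin at 10 µg/mL and 0% = DMSO alone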
#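 System: CHO-CHOP luciferase reporter cell line; amount: 500 cells/well; buffer or medium: F12 medium containing 10% fetal bovine serum; incubation: 6 h compound exposure at 37 °C after overnight seeding; measured by: luciferase luminescence after 10 min with Steady-Glo reagent; evaluation: % reporter activation, DMSO baseline versus tunicamycin full activation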
# The depositor's hits bear a star; nt = no result given. An excerpt, so the mix of outcomes need not match the whole.
no.	Structure	TIM10 inh	UPR XBP1 act	APJ antag	Mdm2 MdmX PPI	tim10-1 inh	CXCR6 inh	APJ agonist	tim23-1 inh	CHOP UPR activ
1	Cc1nc2cccc(C(=O)NCc3ccccc3)c2o1	7	-1	1	9	1	-7	2	5	1.3
2	CN(C)CCn1c(=O)n(-c2ccc(F)cc2)c(=O)c2c3c(sc21)CCCCC3	9	-1	9	16	8	10	3	3	0.0
3	Cc1sc2ncnc(OCC(=O)N3CC(=O)Nc4ccccc43)c2c1C	-17	0	-26	-3	5	4	-3	10	-0.3
4	O=C(N/N=C\c1ccccn1)c1cccc(C(=O)N/N=C\c2ccccn2)n1	-7	-3	-30	5	-5	-18	9	-21	1.4
5	CSc1ccc(CN2CCN(C(=O)CC(C)C)CC2)cc1	1	-2	0	16	2	5	-1	-3	-0.2
6	O=C(c1cn(-c2ccccc2)nc1-c1cccs1)N1CCN(c2ccccn2)CC1	23	-1	9	13	29	-4	0	31	1.0
7	CCOc1cc(NC(=O)c2ccco2)c(OCC)cc1NC(=O)c1cc(OC)c(OC)c(OC)c1	-18	5	-2	47	14	2	2	-5	3.1
8	O=C(NCC1CCCN1S(=O)(=O)c1cccs1)c1cccc(F)c1 (stereo not given)	4	-1	13	11	28	-1	-2	6	-1.4
9	CN1/C(=C\C(=O)c2cccc([N+](=O)[O-])c2)Sc2ccccc21	15	6	33	-52	-13	11	-2	-6	8.2
10	CC(=O)Nc1ccc(S(=O)(=O)NCCC(=O)Nc2ccc(C)c(F)c2)cc1	10	0	21	-1	-10	5	-3	1	-1.1
11	COc1ccc(N2CCN(c3nc(=S)n(-c4ccccc4)c(C)c3C(C)=O)CC2)cc1	14	-1	6	-10	21	0	-4	12	2.6
12	Nn1c(CSc2ccccn2)nc2ccccc2c1=O	15	2	14	-4	3	4	0	0	0.9
13	CN1CCN(CC(=O)Nc2sc3c(c2C(=O)Nc2ccccc2)CCCC3)CC1	6	-3	10	40	13	8	-6	8	1.3
14	COc1ccc(-c2c(=O)n(OCc3ccccn3)c3ccccc3[n+]2[O-])cc1OC	-13	0	4	-22	28	1	-2	-8	-0.8
15	C/C(=N\NC(=O)CNc1cccc(Cl)c1C)C1CC1	2	-6	-6	14	0	-8	-5	5	-0.9
16	Cc1cc(C)cc(OCC(=O)NCc2cc(C)nc3ccccc23)c1	12	1	3	22	21	-6	-5	13	-1.9
17	O=C(CN1CCC(C(=O)c2cccc(Cl)c2)CC1)Nc1cccc(C(=O)O)c1	2	-5	-33	-19	18	-3	-1	18	-1.0
18	CS(=O)(=O)N(CC(=O)NC1CCCCC1)Cc1ccc(Cl)cc1	9	1	-10	-6	21	-14	-3	20	-1.6
19	CCOc1ccc(NC(=O)CSc2nc(C3CC3)nc3ccccc23)cc1	12	1	-3	45	10	2	-3	8	-0.3
20	O=C(NCc1cccnc1)C(=O)NC1CCCCC1	3	2	3	-6	0	3	0	-2	-1.3
21	CN1CCN(C2=NC(=O)/C(=C/c3ccccc3OS(=O)(=O)c3ccccc3)S2)CC1	19	-1	-5	6	16	4	-2	15	-1.8
22	COc1ccc(CNC(=O)C/C(C)=N/NC(=O)C23CC4CC(CC(C4)C2)C3)cc1	-3	-2	-7	9	1	1	0	11	-0.1
23	CCOC(=O)c1c(NC(=O)c2ccccc2)sc2c(O)c(CN(CC)CC)ccc12	11	-2	-11	23	34	6	-2	7	-2.3
24	Cc1ccc(S(=O)(=O)n2nc(OC(=O)c3cccc(F)c3)cc2N)cc1	35	1	-8	-20	38	-1	0	45	-0.9
25	Cc1cccc(NC(=O)CSc2nc(N)cc(N)n2)c1	-12	-4	-1	7	9	2	2	0	1.2
26	CC(C)CC1NC(=S)N(Cc2ccccc2)C1=O (stereo not given)	19	0	35	87*	26	12	-9	0	1.3
27	O=C(Cn1cnc2ccccc2c1=O)N1CCN(S(=O)(=O)c2ccc(F)cc2)CC1	1	-1	14	14	-1	-2	3	1	1.7
28	Cc1cccc(/C(N)=N/OC(=O)c2cccc3ccccc23)c1	87*	7	-128	100*	64*	-33	36*	82*	8.2
29	Cn1cccc1/C=N/N1CCN(c2ccccc2)CC1	6	-1	18	10	0	11	-2	9	0.7
30	COC(=O)c1cccc(NC(=O)c2onc3c2CCCC3)c1	16	-2	3	-89	25	-3	-1	19	0.9

# 4 of the compounds above, with values under each structure.
# Fields – TIM10 inh	UPR XBP1 act	APJ antag	Mdm2 MdmX PPI	tim10-1 inh	CXCR6 inh	APJ agonist	tim23-1 inh	CHOP UPR activ
22) COc1ccc(CNC(=O)C/C(C)=N/NC(=O)C23CC4CC(CC(C4)C2)C3)cc1
 : -3	-2	-7	9	1	1	0	11	-0.1
23) CCOC(=O)c1c(NC(=O)c2ccccc2)sc2c(O)c(CN(CC)CC)ccc12
 : 11	-2	-11	23	34	6	-2	7	-2.3
24) Cc1ccc(S(=O)(=O)n2nc(OC(=O)c3cccc(F)c3)cc2N)cc1
 : 35	1	-8	-20	38	-1	0	45	-0.9
25) Cc1cccc(NC(=O)CSc2nc(N)cc(N)n2)c1
 : -12	-4	-1	7	9	2	2	0	1.2

# 4 compounds already listed, ordered by SMILES length, high to low:
no.	Structure	TIM10 inh	UPR XBP1 act	APJ antag	Mdm2 MdmX PPI	tim10-1 inh	CXCR6 inh	APJ agonist	tim23-1 inh	CHOP UPR activ
27	O=C(Cn1cnc2ccccc2c1=O)N1CCN(S(=O)(=O)c2ccc(F)cc2)CC1	1	-1	14	14	-1	-2	3	1	1.7
19	CCOc1ccc(NC(=O)CSc2nc(C3CC3)nc3ccccc23)cc1	12	1	-3	45	10	2	-3	8	-0.3
30	COC(=O)c1cccc(NC(=O)c2onc3c2CCCC3)c1	16	-2	3	-89	25	-3	-1	19	0.9
29	Cn1cccc1/C=N/N1CCN(c2ccccc2)CC1	6	-1	18	10	0	11	-2	9	0.7

# Next section
no.	Structure	TIM10 inh	UPR XBP1 act	APJ antag	Mdm2 MdmX PPI	tim10-1 inh	CXCR6 inh	APJ agonist	tim23-1 inh	CHOP UPR activ
31	CCN(CC)c1ccc(NC(=O)CSc2n[nH]c(-c3ccco3)n2)cc1	2	-2	2	3	2	6	4	5	-0.4
32	CCc1ccc(Nc2nnc(SCC(=O)Nc3sccc3C(N)=O)s2)cc1	15	0	-7	19	21	-5	-1	0	3.6
33	CCS(=O)(=O)Nc1cccc(C2=NN(C(=O)c3ccco3)C(c3ccco3)C2)c1 (stereo not given)	-9	1	-32	45	25	-7	1	14	1.5
34	O=C(Nc1ccc(N2CCN(C(=O)c3ccco3)CC2)cc1)c1ccccc1	15	0	-2	-19	21	-3	1	10	2.7
35	Cc1ccc2oc(-c3ccc(NC(=O)c4ccc5c(c4)OCO5)cc3)nc2c1	-8	4	-8	38	14	-4	3	-6	5.9
36	Cc1nnc(-c2cnn(C)c2N)n1CCCN(C)C	-3	-2	16	1	-12	-6	-3	14	0.0
37	CC(C)OC(=O)COc1ccc(-c2ccccc2)cc1	12	1	-2	-1	31	-8	-2	13	3.6
38	O=C(CCc1ccc(S(=O)(=O)N2CCOCC2)cc1)Nc1cc(Cl)ccc1N1CCOCC1	15	-5	-2	8	9	-2	-1	0	-3.9
39	N#Cc1c(Nc2ccccc2)sc(C(=O)c2ccccc2)c1N	26	6	17	4	11	8	-4	18	-3.6
40	O=C(O)c1ccc2nc(-c3ccccc3)sc2c1	12	-5	4	-136	31	6	0	23	-8.9
41	Cc1c(NC(=O)COC(=O)CCC(=O)c2ccc(Cl)cc2)c(=O)n(-c2ccccc2)n1C	1	-2	7	24	15	6	-4	9	-0.9
42	NC(N)=NC1=NC(=O)C(Cc2ccccc2)S1 (stereo not given)	-14	-2	-13	3	-7	7	0	1	-0.5
43	COc1ccc(N2CCN(c3nc(Nc4ccc(C)c(F)c4)nc(N4CCCC4)n3)CC2)cc1	2	-4	14	-4	13	4	1	24	-0.5
44	Cc1nc(C(C)NC(=O)CCc2nnc(CCCc3ccccc3)o2)c(C)s1 (stereo not given)	4	0	7	-84	23	3	-4	35	4.2
45	O=C(NCCCN1CCN(Cc2ccccc2Cl)CC1)Nc1ccccc1	6	-1	12	5	6	0	-7	9	-0.5
46	CC(C)(C)OC(=O)NCCCC1=CC2=CC(=O)C(C)(OC(=O)C3CCCC3)C(=O)C2=CO1 (stereo not given)	2	-2	1	5	3	nt	5	-2	-2.2
47	COc1cccc(NC(=O)CN2C(=O)COc3ccc(C)cc32)c1	-4	-5	-10	11	-3	12	-3	-2	1.6
48	C/C(CC(C)(C)C1CCCCC1)=N\NC(N)=S	55*	69*	23	56*	69*	9	-8	78*	72*
49	NC(=O)c1ccsc1NC(=O)CSc1nnc(NC2CC2)s1	-6	1	12	16	5	-3	-1	8	-1.2
50	O=C(NCC(O)c1ccccc1)c1ccc(Cl)c(S(=O)(=O)N2CCCCC2)c1 (stereo not given)	-8	-5	8	10	-14	3	-4	3	-0.7
51	Cn1c(N)c(N2CCN(c3ccccc3)CC2)c(=O)[nH]c1=O	0	-1	10	-5	-9	8	-2	8	-0.8
52	COC(=O)[C@@H](Cc1c[nH]c2ccccc12)NC(=O)CCC(=O)c1ccc(F)cc1	-5	1	-5	-15	14	-7	0	13	2.4
53	O=C(CCNc1cc(Cl)cc(Cl)c1)c1ccco1	36	2	2	0	29	4	-2	12	-1.3
54	COC(=O)c1c(NC(=O)c2ccc(C)c(S(=O)(=O)Nc3ccccc3C)c2)sc2c1CCCC2	-11	1	8	23	0	3	-1	-8	1.6
55	CCOC(=O)N/N=C1\CCS(=O)(=O)c2ccc(Cl)cc21	14	-1	8	5	26	2	-3	12	0.7
56	O=C(CSc1nc2ccccc2o1)Nc1cc(C(F)(F)F)ccc1N1CCOCC1	20	0	-7	29	39	-1	-2	17	-1.5
57	c1cncc(-c2nc(NCc3ccco3)c3ccccc3n2)c1	16	3	-2	3	41*	0	4	30	-0.3
58	CC(CCCCCCCCC(=O)O)N(CCO)C(=O)OC(C)(C)C (stereo not given)	1	0	2	10	-5	7	-3	8	1.3
59	COc1ccc2nc(C)cc(Nc3ccc(N4CCOCC4)cc3)c2c1	-11	-3	10	27	-17	6	-6	-15	0.1
60	Cc1ccc(NC(=O)COC(=O)C2CC2C)c(S(=O)(=O)N2CCCCC2)c1 (stereo not given)	12	-6	3	2	10	-1	-1	13	0.9
61	CCNC(=O)Cn1cc(C#N)c2ccccc21	-1	0	12	-10	12	0	0	18	-2.0

# Down the list, from the results shown.
# Nos. 46 to 57 in CHOP UPR activ: -2.2, 1.6, 72*, -1.2, -0.7, -0.8, 2.4, -1.3, 1.6, 0.7, -1.5, -0.3
# Nos. 46 to 57 in CXCR6 inh: nt, 12, 9, -3, 3, 8, -7, 4, 3, 2, -1, 0
# Nos. 46 to 57 in UPR XBP1 act: -2, -5, 69*, 1, -5, -1, 1, 2, 1, -1, 0, 3

# Bioassay records: PubChem, Sanford-Burnham Center for Chemical Genomics
